# Nrf2 ARE act: activates Nrf2 signaling; AREc32 ARE-luciferase reporter (MCF7-derived line), luminescence, 24 h; Potency, µM (titrated, usually from 46.1 µM), for inactives: at the highest dose activation, most hits filed as activators; actives 0.31% (n = 410,000); AID 624171; also: potency is read from the fitted curve at half-maximal effect; % of control where 0% means no effect; nearly all actives have a fitted effect of over 65% in size
#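 Luminescent ARE reporter assay in AREc32_Fluc cells: overnight plating at 37 deg C, 24 hr compound incubation, Steady-Glo added, 30 min RT before reading.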
# Nrf2 block: inhibitors of Nrf2 signaling | A549 ARE-Fluc reporter, luciferase luminescence, 18-24 h | Potency, µM (titrated, usually from 46 µM), without a hit: top-dose activity change, negative = inhibition, most hits filed as inhibitors | actives 2.1% (n = 360,000); also: potency is read from the fitted curve at half-maximal effect; % is scaled to controls: 0 for no effect and ±100 for the full control effect; nearly all actives have a fitted effect of over 60% in size
#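 Cells were seeded and rested 2 h, then exposed to compounds for 18-24 h. CellTiter-Fluor was read first as a viability measure. BugLite was added 15 min before the final luminescent read of ARE-luciferase activity in A549 cells.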
# EPAC2 agonist: activates human EPAC2 exchange factor; Q8WZA2; Potency, µM (series often up to 154 µM), for inactives: at the top dose activation, usual class: activators; AID 720711; actives 0.079% (n = 360,000); EPAC2 activation, biochemical qHTS; response scale: 100% = 6.5 mM cAMP response; also: potency is read from the fitted curve at half-maximal effect; nearly all actives have a fitted effect of over 50% in size
# Target sequence (Q8WZA2 whole entry, looked up): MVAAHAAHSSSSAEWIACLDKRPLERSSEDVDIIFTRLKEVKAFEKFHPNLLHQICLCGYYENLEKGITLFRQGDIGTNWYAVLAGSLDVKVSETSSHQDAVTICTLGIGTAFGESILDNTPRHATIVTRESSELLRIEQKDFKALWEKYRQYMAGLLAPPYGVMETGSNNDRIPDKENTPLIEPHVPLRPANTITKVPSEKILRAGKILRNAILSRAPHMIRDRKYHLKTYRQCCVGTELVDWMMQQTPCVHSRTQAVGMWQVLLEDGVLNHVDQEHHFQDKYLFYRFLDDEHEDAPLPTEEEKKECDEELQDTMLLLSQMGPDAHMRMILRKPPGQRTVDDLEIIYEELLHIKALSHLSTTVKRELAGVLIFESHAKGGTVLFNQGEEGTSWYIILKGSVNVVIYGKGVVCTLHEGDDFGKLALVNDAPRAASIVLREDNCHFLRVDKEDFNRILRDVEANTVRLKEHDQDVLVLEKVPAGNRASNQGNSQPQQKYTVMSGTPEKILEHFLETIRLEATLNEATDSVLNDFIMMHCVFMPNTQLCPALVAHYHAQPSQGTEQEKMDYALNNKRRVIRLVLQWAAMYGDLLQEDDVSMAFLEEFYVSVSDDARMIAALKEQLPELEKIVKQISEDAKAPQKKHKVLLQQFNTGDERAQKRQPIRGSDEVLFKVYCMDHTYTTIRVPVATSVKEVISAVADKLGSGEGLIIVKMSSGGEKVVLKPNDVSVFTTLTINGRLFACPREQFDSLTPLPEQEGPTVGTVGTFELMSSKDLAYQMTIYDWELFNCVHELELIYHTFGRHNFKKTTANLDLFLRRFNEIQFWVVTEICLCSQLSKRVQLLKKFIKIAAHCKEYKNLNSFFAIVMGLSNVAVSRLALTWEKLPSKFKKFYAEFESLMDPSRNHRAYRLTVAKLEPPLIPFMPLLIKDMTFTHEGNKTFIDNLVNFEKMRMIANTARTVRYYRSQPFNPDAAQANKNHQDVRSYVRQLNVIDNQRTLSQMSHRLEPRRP
#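 Compounds were titrated in qHTS against a Rap1B-BODIPY-GDP (250 nM) complex with EPAC2 (100 nM) and GDP (50 uM). BODIPY-GDP release tracked at 480/540 nm over 30 min at room temperature, normalized to 6.5 mM cAMP.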
# TGFb SMAD3 inh: inhibitors of TGF-b signaling. actives 1.2% (n = 410,000). HepG2 CAGA-GFP TGF-b/SMAD3 reporter, GFP fluorescence, 18 h; TGF-beta stimulated, 500 pg/mL final. Potency, µM (top dose mostly 46.1 µM), for inactives: top-dose activity, negative = inhibition, usual class: inhibitors; also: potency is read from the fitted curve at half-maximal effect; % is scaled to controls: 0 for no effect and ±100 for the full control effect; nearly all actives have a fitted effect of over 65% in size
#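 Read-out: total well GFP (ex488/em500-530) summed from mean per-cell fluorescence. Cells: HEPG2 CAGA-GFP, 1% FBS DMEM, 18 h at 37 degrees C with 500 pg/mL final TGF-beta. Unstimulated wells served as the full-inhibition control; stimulated DMSO wells = 0%.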
# A549 viability: A549 cytotoxicity, counter-screen for Nrf2 inhibitors | A549 ARE-Fluc cells, CellTiter-Fluor viability, 18-24 h | Potency, µM (doses to about 46 µM), without a hit: top-dose activity change, negative = cytotoxicity, hits mostly inhibitors | actives 0.16% (n = 390,000); also: potency is read from the fitted curve at half-maximal effect; % is scaled to controls: 0 for no effect and ±100 for the full control effect
#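 A549 ARE_Fluc cells in 5% FBS OPTI-MEM were exposed to compounds in concentration-response for 18-24 h at 37 deg C. Viability was read by CellTiter-Fluor fluorescence (Ex 405/Em 525) after 30 min, before the luciferase read.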
# Akt phos inh: inhibitors of Akt phosphorylation. actives 0.32% (n = 360,000). activity change, % for hits at 50 µM. AID 651550. Neuro2A IGF-stimulated pAkt S473 HTRF, 20 min; active compounds read low; in the data active = activity change below about -80%; inconclusive = mostly about -51% to -80%; also: % is scaled to controls: 0 for no effect and ±100 for the full control effect
#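 Neuro2A cells (4,500/well, DMEM with 0.5% FBS) were treated with compound at a single 50 µM final concentration, stimulated with 6 nM IGF for 20 min at 37 °C, and lysed. Phospho-Akt Ser473 was read by HTRF as 665/615 ratio ×10^4.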
# MmCpn inh: inhibitors of Methanococcus maripaludis chaperonin (MmCpn) | purified Mm-Cpn ATPase, ADP Transcreener TR-FRET | Potency, µM (series often up to 76.9 µM), for inactives: at the top dose activity, negative = inhibition, hits mostly inhibitors | actives 0.031% (n = 330,000); also: potency is read from the fitted curve at half-maximal effect; % is scaled to controls: 0 for no effect and ±100 for the full control effect; nearly all actives have a fitted effect of over 80% in size
#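 Eu-cryptate anti-ADP/ADP-d2 competition gives a ratio inversely related to ADP. Enzyme at 25 nM was pre-exposed to compound for 10 min, then given 10 uM ATP for 30 min, 37°C throughout.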
# CCT modulator: cytosolic chaperonin activity modulation. purified chaperonin ATPase assay, HTRF ADP detection, 30 min. activity change, % (no concentration beside the values), hits read low. AID 651819. actives 0.3% (n = 360,000); in the data active = activity change below about -30%; also: % is scaled to controls: 0 for no effect and ±100 for the full control effect
#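 Enzyme 40 or 20 nM (batch-dependent) in Tris pH 7.4/KCl/MgCl2/DTT; cpd 76 uM single point; ATP 10 uM; 30 min 37 °C; Transcreener ADP HTRF detection, 30 min RT; ratio 665/615.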
# EPAC2 antagonist: EPAC2 (human) antagonism; Q8WZA2; EPAC2 GEF exchange of Rap1B-BODIPY-GDP, fluorescence; Potency, µM (series often up to 114 µM), inactives show at the highest dose activity, negative = inhibition, hits mostly inhibitors; actives 0.18% (n = 360,000); also: potency is read from the fitted curve at half-maximal effect; % is scaled to controls: 0 for no effect and ±100 for the full control effect; nearly all actives have a fitted effect of over 45% in size; many of its hits are not listed in these tables
# Starred values were filed as active, the others as inactive; i = inactive; ? = inconclusive; . = no result given; & = joins results of further samples; [ ] = dose if it differs, or a comment. Unless noted, calls follow the shape of the dose curve; as a rule, active = well fitted curve in the direction sought with a large enough effect; inconclusive = small, poorly fitted or top-dose-only effect, or another doubt; inactive = no such curve, though single readings can be large; an effect the other way counts as inactive or inconclusive.
SMILES,Nrf2 ARE act,Nrf2 block,EPAC2 agonist,TGFb SMAD3 inh,A549 viability,Akt phos inh,MmCpn inh,CCT modulator,EPAC2 antagonist
CCC(CC)C(=O)c1c[nH]c(C(=O)NCc2ccncc2)c1,-0.4%,6%,9%,13%,1%,i,-1%,-1.9,-2%
O=C(c1cccc(F)c1)n1nnc2ccccc21,-0.7%,5%,0%,1%,0%,i,4%,-1.6,6%
NC(=O)c1ccc([N+](=O)[O-])cc1SCc1ccccc1,1.8%,5%,-5%,?,-2%,i,-1%,1.6,-3%
Fc1ccccc1-c1[nH]ncc1-c1nnnn1-c1ccccc1,-0.1%,-2%,9%,-3%,0%,i,-4%,-4.0,-10%
O=C(CC1SC(=Nc2ccccc2)N(CCO)C1=O)Nc1ccccc1 (stereo not given),0.2%,-4%,7%,-1%,4%,i,-1%,-0.1,1%
Cc1ccc(C)c(S(=O)(=O)N(C)Cc2cccs2)c1,-0.1%,-22%,7%,-4%,-2%,i,1%,-0.6,-16%
CCSc1n[nH]c2nc3c(c(=O)n12)C1(CCCC1)Cc1ccccc1-3,3.6%,-19%,-14%,-5%,1%,i,2%,-2.9,0%
COc1ccc(-n2c(-c3ccc(C(C)(C)C)cc3)n[nH]c2=S)c(OC)c1,4.6%,.,12%,-10%,.,i,.,-1.9,-7%
O=C(Nc1ccccc1)c1ccc(S(=O)(=O)N2CCCCC2)cc1,2.9%,?,3%,-2%,-8%,i,3%,0.7,2%
COc1cc(/C=N/Nc2ccc(Cl)c(C(=O)O)c2)ccc1OC(=O)c1ccco1,3.1%,?,-6%,-7%,1%,i,-2%,0.4,-1%
COc1cccc(CNC(=O)[C@@H]2CCCN2C(=O)[C@H]2CCCCN2C(=O)c2cccc3ccccc23)c1,3.2%,.,10%,.,.,i,.,1.4,-8%
Cc1ccccc1S(=O)(=O)Nc1nc2ccccc2nc1N1CCc2ccccc2C1,5.0%,-22%,8%,?,-7%,i,-10%,-5.7,-10%
Cc1cc(Cl)ccc1OCCNC(=S)NC(=O)c1cccnc1,-0.3%,24%,-2%,8%,22%,i,0%,-3.0,7%
O=C(NNc1nc2c(F)cccc2s1)C1=COCCO1,-0.4%,4%,1%,-2%,7%,i,0%,-1.4,0%
Cc1ccc(-c2csc(NC(=O)c3ccc(Br)cc3)c2C(=O)O)cc1,0.0%,?,-3%,10%,-8%,i,1%,1.2,-4%
O=C(NCc1ccc(F)cc1)N1CCN(S(=O)(=O)c2ccccc2F)CC1,-0.8%,-2%,3%,?,1%,i,-3%,1.1,3%
Cc1ccc(-n2c(=O)c3c4c(sc3n(Cc3cc(=O)n5ccccc5n3)c2=O)CCC4)cc1C,5.3%&-0.1%,-6%[9.27 µM],10%,-20%&-2%,-2%&-6%,i,-4%,0.1,14%
CCc1cccc(NS(=O)(=O)c2ccc3c(c2)n(C)c(=O)n3C)c1,2.2%,13µM*,4%,-9%,-6%,i,1%,-3.4,-15%
COc1ccc(-c2cnc3c(NC=O)cc(-c4ccccc4OC)cn23)cc1OC,0.3%,.,10%,?,.,i,.,1.3,1%
O=C1OCCN1C(=O)[C@H]1[C@H](c2ccc([N+](=O)[O-])cc2)C(c2ccccc2)=NN1c1ccc(Br)cc1,4.5%,-7%,5%,?,-18%,i,0%,-1.6,-3%
CCc1ccc(-c2nc(SCC(=O)N(CC)C3CCS(=O)(=O)C3)n[nH]2)cc1 (stereo not given),2.7%,28%,8%,-6%,-5%,i,1%,0.9,10%
CCN(C(=O)CSc1nnc(NC2CCCCC2)s1)C1CCS(=O)(=O)C1 (stereo not given),-0.6%,.,14%,-3%,14%,.,0%,-1.5,-3%
COc1ccc(C(=O)N2CCNC(=O)C2)cc1S(=O)(=O)Nc1ccc(Br)cc1,-0.8%,4%,1%,-15%,1%,i,-1%,-1.9,-2%
Cc1c(NC(=O)/C(C#N)=C/c2ccc(-c3cc(Cl)ccc3Cl)o2)c(=O)n(-c2ccccc2)n1C,0.2%,?,-5%,?,?,i,2%,-0.7,3%
Cc1ccc(C(=O)NCC(=O)OCc2cccc(Br)c2)cc1,-0.6%,2%,10%,-3%,-4%,i,1%,-2.3,-4%

# 3 entries out of the list above, arranged by the value under EPAC2 antagonist, low to high:
SMILES,Nrf2 ARE act,TGFb SMAD3 inh,Akt phos inh,MmCpn inh,CCT modulator,EPAC2 antagonist
COc1cc(/C=N/Nc2ccc(Cl)c(C(=O)O)c2)ccc1OC(=O)c1ccco1,3.1%,-7%,i,-2%,0.4,-1%
CCSc1n[nH]c2nc3c(c(=O)n12)C1(CCCC1)Cc1ccccc1-3,3.6%,-5%,i,2%,-2.9,0%
Cc1ccc(-n2c(=O)c3c4c(sc3n(Cc3cc(=O)n5ccccc5n3)c2=O)CCC4)cc1C,5.3%&-0.1%,-20%&-2%,i,-4%,0.1,14%

# Look-ups from the results shown.
# Cc1ccccc1S(=O)(=O)Nc1nc2ccccc2nc1N1CCc2ccccc2C1 in Nrf2 block = -22%
# CCc1ccc(-c2nc(SCC(=O)N(CC)C3CCS(=O)(=O)C3)n[nH]2)cc1 (stereo not given) in Nrf2 block = 28%

# (next part)
SMILES,Nrf2 ARE act,Nrf2 block,EPAC2 agonist,TGFb SMAD3 inh,A549 viability,Akt phos inh,MmCpn inh,CCT modulator,EPAC2 antagonist
CCN(C(=O)CSc1nc2ccccc2o1)c1c(N)n(Cc2ccccc2)c(=O)[nH]c1=O,-0.5%,-4%,-5%,6%,1%,i,0%,-2.8,0%
Cc1ccc(OCCOC(=O)CCc2nc3ccccc3c(=O)[nH]2)cc1,0.3%,-6%,3%,8%,7%,i,0%,-4.7,3%
COc1ccc(CNC(=O)C2CCCN(S(=O)(=O)c3ccc(Br)s3)C2)cc1 (stereo not given),5.8%,?,22%,?,1%,i,-1%,1.2,-9%
Cn1c(CN2CCCC2)nc2cc(NC(=O)COc3ccc([N+](=O)[O-])cc3)ccc21,0.4%,-13%,3%,0%,9%,i,-3%,2.5,19%
COc1ccc(NC(=O)c2oc3ccccc3c2NC(=O)Cc2coc3cc(C)ccc23)cc1,3.2%,-4%,.,5%,-3%,.,.,.,.
O=C1[C@@H](Oc2ccccc2)[C@@H](c2cccnc2)N1c1ccccc1,5.3%,2%,-1%,-16%,-2%,i,1%,0.6,1%
CC(C)Oc1ccc(S(=O)(=O)N2CCCCC2)cc1NC(=O)C1=NN(c2ccccc2)C(=O)CC1,-0.1%,.,6%,0%,.,i,.,-0.5,2%
COc1ccc(-c2nnc(NC(=O)c3c(OC)cccc3OC)s2)cc1,-0.4%,-9%,5%,15%,0%,i,-3%,0.3,-15%
COc1ccc(CNC(=O)C[C@H]2C[C@H](C(=O)N3CCOCC3)[C@@]3(CCC4CCCC4)c4[nH]c5cc(CCC(=O)N(C)C)ccc5c4CCN3C2=O)cc1OC,2.9%,-7%,7%,-21%,-1%,i,-2%,1.3,-5%
Cc1cc(C)cc(NC(=O)CSc2nncn2-c2ccccn2)c1,-0.3%,2%,10%,0%,-2%,i,-2%,-0.8,-10%
CCOC(=O)C1=CCN(S(=O)(=O)c2cccc(Cl)c2)C1c1ccc(C)cc1 (stereo not given),8.3%,.,13%,?,.,i,.,1.6,-15%
O=C1NC[C@H](Cc2ccc(O)cc2)N(C[C@@H]2CCCN2C[C@H](Cc2ccc(O)cc2)N2C[C@H](Cc3ccccc3)N(CC3CCCCC3)C(=O)C2=O)C1=O,0.0%,.,6%,.,.,i,.,-0.5,?
CN1N=C(C(=O)N2CCc3c([nH]c4ccccc34)C2c2c(F)cccc2Cl)CCC1=O (stereo not given),8.7%,?,14%,3%,1%,i,2%,-5.0,1%
Cn1c(=O)oc2cc(S(=O)(=O)NC3CCCCC3)ccc21,0.5%,-26%,0%,10%,-2%,i,0%,-0.9,3%
Cc1cc2c(cc1C)N(C(=O)CN1C(=O)c3ccccc3C1=O)C(C)(C)c1ssc(=S)c1-2,-0.6%,?,1%,?,-8%,i,2%,-7.5,-1%
N/C(=N\OC(=O)c1ccco1)c1cccc([N+](=O)[O-])c1,14µM*,?,-1%,0%,1%,i,5%,3.6,5%
O=C(NCc1ccc(F)cc1)c1cnccn1,-0.6%[9.22 µM],8%,-4%,1%,9%,i,-4%,2.0,1%
Cc1cccc(NC(=O)c2ccc(S(=O)(=O)N3CCCCC3)cc2)n1,3.4%,?,4%,10%,0%,i,1%,-0.4,8%
CCC(Sc1ccccc1C(=O)O)C(=O)O (stereo not given),0.2%,-23%,5%,6%,3%,i,1%,1.3,8%
CC(=O)N1CCc2c(sc(NC(=O)c3ccc4c(c3)OCCO4)c2C#N)C1,0.2%,-29%,14%,-17%,-20%,i,?,-0.2,-2%
CCCC(=O)NC(c1ccc(OC)c(OC)c1)c1cc(Cl)c2cccnc2c1O (stereo not given),4.7%,?,?,?,-10%,i,0%,0.6,55%[activator]
O=C(CC1C(=O)NCCN1Cc1cccc(Oc2ccccc2)c1)NCC1CCOCC1 (stereo not given),-0.3%,-5%,-1%,-1%,8%,i,1%,-10,0%[57.1 µM]
CCCCCC(=O)Nc1cccc(C2=NOC3(C2)C[C@H](C(N)=O)N(C(=O)c2ccccc2C(=O)c2ccccc2)C3)c1 (stereo not given in full),5.4%,0%,-2%,11µM*,-9%,i,1%,2.6,-12%
C/C=C/c1ccc(OCC(=O)OCC(=O)NC2CC2)c(OC)c1,-0.5%,-6%,-3%,5%,-3%,i,-1%,-2.0,0%
Cc1ccc(NC(=S)Nc2cc(-c3ccccc3)[nH]n2)cc1Cl,5.2%,-13%,-7%,-12%,-5%,i,1%,-3.0,9%
C[C@@H](c1ccccc1)N1C[C@H]2CCCN2c2cc(Br)ccc2S1(=O)=O,1.5%,-10%,9%,?,0%,i,-3%,-3.5,?

# A portion of the library. The share of hits here may be higher or lower than overall.
